Salmonella PhoP GFP: PhoP regulon inhibitors, Salmonella typhi PhoP promoter GFP reporter, confirmatory (AID 1850); Salmonella Typhi PhoP-promoter GFP reporter, fluorescence, 4 h; higher % means a stronger effect; one-dose inhibition, % at 50 µM; IC50 in µM for titrated hits; 310,000 tested, 0.33% active; in the data active = a potency from the dose series; inconclusive = inhibition mostly from about 25% at the one dose, without a potency; inactive = the rest, 99 in 100 with inhibition below about 19%;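 note: 0% = induced wells with vehicle and 100% = uninduced wells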
H37Rv inhibition: M. tuberculosis growth inhibition, HTS (AID 449762) | M. tuberculosis H37Rv growth inhibition, 7H9 media; higher % means a stronger effect | 330,000 tested, 0.59% active | inhibition, % at 25 µM; hits with a dose series show IC50 in µM; in the data active = a potency from the dose series; inconclusive = inhibition above about 70% without an active follow-up result;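 note: bacterial growth assessed after seven days of incubation; strong numbers were not always called active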
H1N1 NS1A inhibition: NS1A inhibition, H1N1 influenza, cell based functional assay (AID 504329); NS1A functional cell-based assay, percent inhibition; higher % means a stronger effect; 340,000 tested, 0.3% active; inhibition, % at 12.5 µM, or IC50 in µM where a hit was titrated; in the data active = a potency from the dose series; inconclusive = inhibition above about 27% without an active follow-up result; note: strong numbers were not always called active
tuberculosis growth: growth inhibition of non-replicating M. tuberculosis (AID 488890); inhibition, % at 25 µM; hits with a dose series show IC50 in µM; Mycobacterium tuberculosis non-replicating, growth inhibition; higher % means a stronger effect; 320,000 tested, 0.39% active; in the data active = a potency from the dose series; inconclusive = inhibition mostly from about 82% at the one dose, without a potency; inactive = the rest, 99 in 100 with inhibition below about 76%;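 note: plate controls were DMSO cells for no effect and high antibiotic wells for full effect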
VEEV TC-83 Vero: inhibitors of VEEV TC-83 cytopathic effect, confirmation, Vero cells (AID 588727). 350,000 tested, 0.13% active. inhibition, % at 20 µM; hits with a dose series show IC50 in µM. Vero cells, VEEV TC-83 cytopathic effect inhibition; higher % means a stronger effect; in the data active = a potency from the dose series; inconclusive = inhibition mostly from about 14% at the one dose, without a potency; inactive = the rest, 99 in 100 with inhibition below about 12%; note: strong numbers were not always called active
VEEV TC-83 Vero 10K pilot screen: second read-out of VEEV TC-83 Vero, no call of its own (marks repeat the call); inhibition, %; measured here: 10K pilot screen inhibition
Starred values were filed as active, the others as inactive; i = inactive; u = inconclusive; x = not tested or not shown.

SMILES | Salmonella PhoP GFP | H37Rv inhibition | H1N1 NS1A inhibition | tuberculosis growth | VEEV TC-83 Vero | others
O=C(Nc1ccc2oc(-c3ccc(F)cc3)nc2c1)c1ccccc1F | -7% | 0% | 8% | -32% | 1.9%
CCC(C)n1c(O)c(C=NCCN2CCOCC2)c(=O)[nH]c1=S (configuration not stated) | -12% | 19% | 2% | 5% | 0.3%
Cc1ccc2nc(C)c(C(=O)N/N=C/c3ccccc3[N+](=O)[O-])cc2c1 | -6% | 2% | -3% | -14% | 0.9%
Cc1occc1-c1nnc(SCC(N)=O)n1Cc1ccccc1 | -6% | 0% | 1% | 7% | 1.9%
CCO[C@@H]1c2c(ccc3ccc(=O)oc23)OC(C)(C)[C@@H]1O | x | -22% | -8% | -19% | 1.7%
COC(=O)c1cccc(NC(=S)N2CCCCC2)c1 | 3% | -7% | -3% | 67% | 2.9%
C=CCCC(=O)N1C[C@H]2CON(C)[C@H]2C[C@H]1c1cccc(Br)c1 | x | x | -5% | x | i
CCN(CC)CCCNC(=O)c1cc(Sc2nnc(C)s2)nc2ccccc12 | -5% | -9% | -10% | -9% | i
O=C(/C=C/c1ccccc1Cl)NCCc1ccccc1 | 15% | -1% | -8% | 28% | 1.2%
CC(C)(C)C(=O)Nc1scc(-c2ccc(-c3ccccc3)cc2)c1C(=O)O | -3% | -1% | 13% | 60% | 1.3%
Cc1ccccc1C(=O)N1CCC(C(=O)N(C)CCOc2ccccc2)CC1 | -7% | -13% | -8% | 3% | i
CN1C(=O)c2ccccc2NC(=O)[C@]12O[C@@H]2c1cccc(O)c1 | 12% | -7% | 3% | -18% | 1.9%
Cc1cccc(N(C(=O)c2snc(C(N)=O)c2N)C(C(=O)NCC2CCCO2)c2ccc(N(C)C)cc2)c1C (configuration not stated) | -3% | 15% | 2% | -2% | 0.3%
CC(=O)Oc1cccc(C(=O)Nc2ccc3c(c2)C(=O)N(CC2CCCO2)C3=O)c1 (configuration not stated) | -1% | -1% | 4% | -1% | 1.6%
O=C(CN1C(=O)/C(=C/c2ccccc2Cl)SC1=S)NC1CCS(=O)(=O)C1 (configuration not stated) | -5% | 2% | 0% | -27% | i
O=C(CSc1ccccn1)N1CCN(c2ncc(C(F)(F)F)cc2Cl)CC1 | -3% | 18% | -20% | 67% | 4.1%
CCOC(=O)c1ccc(NC(=O)CN2C(=O)NC3(CCC(C)CC3)C2=O)cc1 (configuration not stated) | -4% | 4% | 2% | 31% | 1.9%
CCOc1ccccc1NC(=O)C(OC(=O)c1cc(C)oc1C)c1ccccc1 (configuration not stated) | -4% | 7% | 7% | 25% | i
O=C(NCC(c1cccnc1)N1CCN(c2ccc(F)cc2)CC1)Oc1ccccc1 (configuration not stated) | -1% | -8% | -7% | 22% | i
Cc1ccc(S(=O)(=O)NN=C2C(=O)C3CCC2C3Cl)cc1 (configuration not stated) | x | x | -28% | x | 0.3%
COc1ccc(/C=C/c2ccc3c(Br)ccc(O)c3n2)cc1 | -7% | 59% | -4% | u | 1.3%
CC1(C(=O)NC2CCCCCCC2)CCC(=O)N1Cc1cccnc1 (configuration not stated) | -12% | -6% | 1% | -4% | i
Cc1ccc(CNC(=O)C2CCCN(S(C)(=O)=O)C2)cc1 (configuration not stated) | -8% | -4% | 4% | 0% | i
Cc1noc(C(=O)N2CCN(c3ccc(F)cc3)CC2)c1Cl | -17% | 7% | 4% | 12% | 1.3%
CC(C)(OC1OC(CO)C(O)C(O)C1O)[C@H]1Oc2ccc3ccc(=O)oc3c2[C@H]1O (some centres not stated) | -1% | -9% | -2% | -6% | 0.3%
CCOC(=O)C1CCN(C(=O)COC(=O)c2cccc(NS(=O)(=O)c3ccccc3)c2)CC1 | x | x | -11% | x | 12%
O=C(CCc1ccc(S(=O)(=O)N2CCOCC2)cc1)Nc1ccc2c(c1)OCCO2 | -9% | 3% | -1% | 16% | 1.2%
CCOC(=O)c1c(C)nc2c(c1-c1ccccc1)C(=O)c1ccccc1-2 | -8% | -2% | -18% | 4% | i
COc1ccc(CCNC(=O)C2CCN(S(=O)(=O)N3CCCCCC3)CC2)cc1OC | -8% | -1% | 1% | 13% | i
O=C(NCC(c1ccco1)N1CCCC1)c1cc(S(=O)(=O)N2CCCCC2)ccc1Cl (configuration not stated) | x | 2% | -5% | 3% | 1.8%
CCOC(=O)C(C)Oc1ccc(NC(=O)C(Cl)(Cl)Cl)cc1 (configuration not stated) | 7% | 2.4µM* | 5% | u | i
COc1cc(C2C(C(=O)c3sc(C)nc3C)=C(O)C(=O)N2CCN(C)C)cc(OC)c1OC (configuration not stated) | x | x | 8% | x | 0.0%
O=C(CSc1nnc(-c2ccccc2)o1)Nc1ccccc1F | -7% | 10% | -4% | 53% | 3.0%
CCCCC[C@@H](/C=C/C1C(=O)C=C[C@H]1C/C=C\CCCC(=O)O)OC(C)=O (some centres not stated) | x | x | -11% | x | 5.4%
O=C(NCc1cn2ccccc2n1)c1ccc2c(c1)OCO2 | 0% | -2% | 3% | -8% | 0.7%
Cc1ccc(S(=O)(=O)N2CCN(C(=O)Cn3nc(C)c([N+](=O)[O-])c3C)CC2)cc1 | x | -4% | -7% | 6% | 1.7%
C[C@H]1CCC(=O)N([C@H](CC#N)Cc2ccccc2)CC1 | -27% | 1% | 11% | -10% | i | VEEV TC-83 Vero 10K pilot screen=0.2
Cc1ccc(SCc2cc(=O)[nH]c(Nc3nc(C)c4ccccc4n3)n2)cc1 | -4% | -10% | 5% | -17% | 9.1%
Cc1ccc(SCC(=O)NC(=O)NCCC(C)C)c(C)c1 | -15% | 1% | 9% | 4% | 3.1%
N#Cc1c2c(c(-n3cnc4ccccc43)n3c1nc1ccccc13)CCC2 | 1% | 5% | -13% | -1% | 2.0%
CCC(=O)Nc1ccc(S(=O)(=O)N2CCOCC2)cc1 | -4% | -9% | -1% | -16% | 1.2%
Nc1cccc(Cl)c1N1CCOCC1 | -9% | -5% | 4% | 5% | 1.3%
O=C(CSc1cccc[n+]1[O-])N1CCCCCC1 | -6% | -7% | -9% | -8% | 0.8%
COc1cc(/C=N/NC(=O)c2c(-c3ccccc3)noc2C)ccc1O | 7% | -1% | 5% | -5% | 7.4%
C[C@@H]1COC(=O)[C@H](Cc2ccc(F)cc2)CC/C=C\C[C@@H](CC(=O)NCCO)C(=O)N1 | x | -3% | -10% | -10% | 0.8%
CC(C)(C)OC(=O)N1CCC(c2c(C(=O)NCC3CCN(C4CCCC4)C3)cnn2-c2ccc(F)cc2)CC1 (configuration not stated) | -1% | 5% | 4% | 40% | i
Cc1cc(-n2c(C)cc(C(=O)CN3C(=O)NC4(CCCC4)C3=O)c2C)no1 | -10% | 9% | -6% | 31% | 0.8%
C[C@@H]1C(=O)O[C@@H]2[C@H](O)C34[C@H]5C[C@@H](C(C)(C)C)C36[C@H](OC(=O)[C@@H]6O)OC4(C(=O)O5)[C@@]12O (some centres not stated) | -7% | -8% | 4% | 5% | 0.3%
CC(C)Cc1nnc(NC(=O)C2=COCCO2)s1 | x | -4% | 0% | 6% | 4.0%
CC(C)c1ccccc1NC(=O)COC(=O)c1c2c(nc3ccccc13)CCN(Cc1ccccc1)C2 | 7% | 0% | -8% | 35% | u
CC(C)(C)c1ccc(/C=C/C(=O)NC2CCS(=O)(=O)C2)cc1 (configuration not stated) | 2% | 0% | 3% | 19% | 0.2%
O=C(Nc1ccccc1-c1nc2ccccc2s1)C1=COCCO1 | -3% | 10% | -9% | 16% | 1.5%
O=C(/C(=C(\[O-])c1ccccc1)[n+]1ccc2ccccc2c1)c1ccc(Cl)cc1 | -2% | 2% | 0% | 23% | 1.0%
CCC(=O)N1CCc2cc(Br)cc(S(=O)(=O)NCC3CCCN3CC)c21 (configuration not stated) | -4% | 11% | 3% | 5% | 6.0%
CCCCc1nc2ccccc2c(=O)n1NC(=O)c1c(O)c2cccc3c2n(c1=O)CC3 | -2% | -11% | -14% | 0% | 2.7%
N#Cc1ccccc1NC(=O)c1ccc2c(Cl)c3c(nc2c1)CCCC3 | -5% | -1% | 3% | -32% | 3.1%
O=C(NCCCn1ccnc1)c1cc(S(=O)(=O)N2CCOCC2)c(Cl)cc1Cl | -1% | 2% | 18% | 14% | 0.5%
COc1ccc(CCNc2nc(C)nc3c2nnn3Cc2ccccc2)cc1 | 1% | -2% | -11% | -8% | 1.3%
CC(=NNC(=O)CSc1nc2ccccc2o1)c1ccco1 | x | 7% | 4% | x | 2.1%
O=C(N/N=C/c1ccccc1)c1n[nH]c2c1CCCC2 | 6% | -7% | -1% | -17% | i | VEEV TC-83 Vero 10K pilot screen=0.7

Arranged by molecular weight (rising): some entries from above.
SMILES | Salmonella PhoP GFP | H37Rv inhibition | H1N1 NS1A inhibition | tuberculosis growth | VEEV TC-83 Vero | others
Nc1cccc(Cl)c1N1CCOCC1 | -9% | -5% | 4% | 5% | 1.3%
O=C(CSc1cccc[n+]1[O-])N1CCCCCC1 | -6% | -7% | -9% | -8% | 0.8%
O=C(NCCCn1ccnc1)c1cc(S(=O)(=O)N2CCOCC2)c(Cl)cc1Cl | -1% | 2% | 18% | 14% | 0.5%

Some of these compounds in order of formula weight, low to high:
SMILES | Salmonella PhoP GFP | H37Rv inhibition | H1N1 NS1A inhibition | tuberculosis growth | VEEV TC-83 Vero | others
COC(=O)c1cccc(NC(=S)N2CCCCC2)c1 | 3% | -7% | -3% | 67% | 2.9%
CCC(=O)Nc1ccc(S(=O)(=O)N2CCOCC2)cc1 | -4% | -9% | -1% | -16% | 1.2%
CN1C(=O)c2ccccc2NC(=O)[C@]12O[C@@H]2c1cccc(O)c1 | 12% | -7% | 3% | -18% | 1.9%
Cc1noc(C(=O)N2CCN(c3ccc(F)cc3)CC2)c1Cl | -17% | 7% | 4% | 12% | 1.3%
O=C(Nc1ccccc1-c1nc2ccccc2s1)C1=COCCO1 | -3% | 10% | -9% | 16% | 1.5%
CCOC(=O)c1c(C)nc2c(c1-c1ccccc1)C(=O)c1ccccc1-2 | -8% | -2% | -18% | 4% | i
N#Cc1c2c(c(-n3cnc4ccccc43)n3c1nc1ccccc13)CCC2 | 1% | 5% | -13% | -1% | 2.0%
COc1cc(/C=N/NC(=O)c2c(-c3ccccc3)noc2C)ccc1O | 7% | -1% | 5% | -5% | 7.4%
COc1ccc(/C=C/c2ccc3c(Br)ccc(O)c3n2)cc1 | -7% | 59% | -4% | u | 1.3%
CC(C)(C)C(=O)Nc1scc(-c2ccc(-c3ccccc3)cc2)c1C(=O)O | -3% | -1% | 13% | 60% | 1.3%
Cc1ccc(SCc2cc(=O)[nH]c(Nc3nc(C)c4ccccc4n3)n2)cc1 | -4% | -10% | 5% | -17% | 9.1%
O=C(NCC(c1cccnc1)N1CCN(c2ccc(F)cc2)CC1)Oc1ccccc1 (configuration not stated) | -1% | -8% | -7% | 22% | i
Cc1ccc(S(=O)(=O)N2CCN(C(=O)Cn3nc(C)c([N+](=O)[O-])c3C)CC2)cc1 | x | -4% | -7% | 6% | 1.7%
C[C@@H]1C(=O)O[C@@H]2[C@H](O)C34[C@H]5C[C@@H](C(C)(C)C)C36[C@H](OC(=O)[C@@H]6O)OC4(C(=O)O5)[C@@]12O (some centres not stated) | -7% | -8% | 4% | 5% | 0.3%
CCCCc1nc2ccccc2c(=O)n1NC(=O)c1c(O)c2cccc3c2n(c1=O)CC3 | -2% | -11% | -14% | 0% | 2.7%
C[C@@H]1COC(=O)[C@H](Cc2ccc(F)cc2)CC/C=C\C[C@@H](CC(=O)NCCO)C(=O)N1 | x | -3% | -10% | -10% | 0.8%
O=C(NCCCn1ccnc1)c1cc(S(=O)(=O)N2CCOCC2)c(Cl)cc1Cl | -1% | 2% | 18% | 14% | 0.5%
COc1ccc(CCNC(=O)C2CCN(S(=O)(=O)N3CCCCCC3)CC2)cc1OC | -8% | -1% | 1% | 13% | i

Next part.
SMILES | Salmonella PhoP GFP | H37Rv inhibition | H1N1 NS1A inhibition | tuberculosis growth | VEEV TC-83 Vero | others
O=S(=O)(c1cccc(-c2nc3ccccc3s2)c1)N1CCOCC1 | -8% | 5% | 2% | -4% | 1.0%
CCOc1ccc(N2CC(C(=O)Nc3ncccc3C)CC2=O)cc1 (configuration not stated) | -3% | -5% | -1% | 9% | 3.0%
COc1ccc([C@H]2CC(=O)C=C(c3ccc(Cl)c(Cl)c3)C2)cc1 | x | 10% | 4% | 34% | 0.3% | VEEV TC-83 Vero 10K pilot screen=1.7
CC(C)N(C(=O)CSc1nnc(NC(=O)C2CCC2)s1)C(C)C | 1% | -10% | -2% | -14% | 3.4%
